Bioassay records (PubChem BioAssay)
phage Ecoli inh = growth loss of phage-infected E. coli, primary screen, RecBCD inhibitor project, absorbance, with phage, HTS. 360,000 tested, 0.26% active. AID 651602, 2012. inhibition, % at 11.9 µM; in the data active = inhibition above about 11%
Rtt109 HAT inh = inhibitors of C. albicans Rtt109/Vps75 HAT, primary screen, biochemical, ThioGlo CoA-SH fluorescence, plate reader. purified Rtt109/Vps75, 4 h. inhibition, % at 34.9 µM. 330,000 tested, 0.16% active. AID 540336, 2011;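 active = inhibition of at least 50% in every replicate; inconclusive = best replicate reaches 50% inhibition but some replicates fall short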
Target sequence (Q5AAJ8 whole entry, looked up): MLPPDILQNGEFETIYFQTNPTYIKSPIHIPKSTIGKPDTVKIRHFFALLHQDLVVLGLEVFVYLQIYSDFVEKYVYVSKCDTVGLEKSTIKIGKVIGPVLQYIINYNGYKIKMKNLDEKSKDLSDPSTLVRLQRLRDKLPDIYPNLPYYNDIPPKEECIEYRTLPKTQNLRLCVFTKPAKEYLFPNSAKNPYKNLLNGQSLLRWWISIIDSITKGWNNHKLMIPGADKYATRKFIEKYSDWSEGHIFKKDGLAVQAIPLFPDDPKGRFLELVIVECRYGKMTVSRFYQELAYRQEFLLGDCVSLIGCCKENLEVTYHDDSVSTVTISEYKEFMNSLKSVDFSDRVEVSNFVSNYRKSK
AddAB inh = growth inhibition of E. coli expressing H. pylori AddAB, primary screen, AddAB inhibitor project, absorbance; AID 435030, 2010; inhibition, % at 11.9 µM; 330,000 tested, 0.29% active; in the data active = inhibition above about 12%;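 note: 0% = vehicle wells of infected cells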
CAL PDZ inh = CAL PDZ peptide-binding inhibitors, primary screen, biochemical, fluorescence polarization, Cer-tagged CAL PDZ, HTS; Golgi-associated PDZ and coiled-coil motif-containing protein (Homo sapiens), Q9HD26; purified CAL PDZ, TMR-peptide fluorescence polarization, 1 h; inhibition, % at 20 µM; 330,000 tested, 0.02% active; AID 504414, 2011;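 active = highest replicate inhibition of at least 40%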;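 note: plate controls were DMSO neutral control wells for no effect and unlabeled competitor peptide control wells for full effect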
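System: purified tagged CAL PDZ domain construct (CerCALP). Schedule: 1 h incubation at room temperature before polarization reading. Medium: 25 mM sodium phosphate pH 7.4, 150 mM NaCl, TCEP, IgG, Thesit. Read-out: percent inhibition from loss of millipolarization. Measured by: FP readout, S and P plane fluorescence. Probe or stimulus: fluorescent TMR peptide probe.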
Wnt act = Wnt/beta-catenin pathway activators, primary screen, cell-based, plate reader, single point | Wnt/beta-catenin reporter cell assay, activator | activation, % at 9.35 µM | 300,000 tested, 1.2% active; in the data active = activation above about 30%, passing the limit was not always enough; inconclusive = no clear call, values can overlap the other calls;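 note: 0% = neutral control wells and 100% = positive control wells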
Tat transport = E. coli Tat export inhibitors, primary screen, MC4100, TorA-mCherry reporter, fluorescence, single point | inhibition, % at 10 µM | 340,000 tested, 0.036% active | AID 488895, 2010;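 active = mean replicate inhibition at least 50% and at least half of replicates individually reaching 50%; inconclusive = only one of the two criteria met; inactive = neither criterion met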;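 note: exported cargo escapes ClpAP degradation while cytoplasmic cargo is degraded and loses fluorescence; 0% = median of neutral control wells and 100% = median of NaSCN control wells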
DAGLB inhibitor = DAGLB lipase inhibitors, primary screen, biochemical, fluorescence, HTS; Diacylglycerol lipase-beta (Homo sapiens), Q8NCG7; HEK293T DAGLB membrane lysate, EnzChek fluorogenic substrate; inhibition, % at 5.17 µM; 340,000 tested, 0.059% active; AID 504411, 2011; in the data active = inhibition above about 34%;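 note: 0% = enzyme with vehicle and 100% = wells lacking enzyme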
Target sequence (Q8NCG7 whole entry, looked up): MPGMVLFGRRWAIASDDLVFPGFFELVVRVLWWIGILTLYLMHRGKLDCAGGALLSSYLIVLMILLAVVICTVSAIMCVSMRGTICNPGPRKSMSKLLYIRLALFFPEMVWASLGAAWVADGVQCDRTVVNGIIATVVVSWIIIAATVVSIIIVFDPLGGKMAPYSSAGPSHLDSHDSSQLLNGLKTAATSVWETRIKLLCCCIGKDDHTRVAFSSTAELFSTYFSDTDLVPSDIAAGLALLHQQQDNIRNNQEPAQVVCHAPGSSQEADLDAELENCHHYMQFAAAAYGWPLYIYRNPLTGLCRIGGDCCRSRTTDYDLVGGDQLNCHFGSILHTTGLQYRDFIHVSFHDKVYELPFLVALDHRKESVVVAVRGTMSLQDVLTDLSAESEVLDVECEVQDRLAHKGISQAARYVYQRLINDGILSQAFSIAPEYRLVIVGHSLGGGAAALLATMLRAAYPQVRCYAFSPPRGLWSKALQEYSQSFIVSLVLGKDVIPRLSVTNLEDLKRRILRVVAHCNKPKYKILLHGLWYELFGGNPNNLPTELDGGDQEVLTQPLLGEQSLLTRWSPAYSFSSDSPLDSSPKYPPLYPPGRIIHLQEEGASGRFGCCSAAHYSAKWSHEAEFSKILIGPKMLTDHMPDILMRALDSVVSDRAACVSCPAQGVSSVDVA
PvdQ acylase = P. aeruginosa PvdQ acylase inhibitors, primary screen, biochemical, fluorescence, plate reader and imaging, single point. 340,000 tested, 0.063% active. AID 488965, 2010. inhibition, % at 10 µM. purified PvdQ acylase. PvdQ acylase [Pseudomonas aeruginosa LESB58]; in the data active = inhibition above about 30%, passing the limit was not always enough; inconclusive = no clear call, values can overlap the other calls;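 note: 0% = vehicle neutral wells and 100% = reference inhibitor wells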
PfHsp90 set2 = growth inhibition of PfHsp90-expressing yeast, primary screen, antimalarial PfHsp90 inhibitor project, S. cerevisiae, BacTiter-Glo luminescence, single point, set 2; inhibition, % at 9.4 µM; 310,000 tested, 0.32% active; BacTiter-Glo ATP, 48 h; yeast lacking PDR1 and PDR3 efflux regulators;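 active = every replicate shows inhibition above about 80%, whatever the replicate mean, limit read from the data; inconclusive = mean inhibition reaches the set limit but some replicate falls short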;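 note: 0% = DMSO neutral controls and 100% = 20 µM radicicol positive controls; yeast relying on Plasmodium falciparum Hsp90 in place of its own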
Ecoli viability = E. coli V3065 growth inhibition, primary screen, counter-screen for AddAB inhibitor project, absorbance, OD600. 18 h. inhibition, % at 11.9 µM. 330,000 tested, 0.27% active. AID 449728, 2010;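 active = inhibition above the campaign's mean inhibition across all tested compounds plus 3 SD, cut at about 9.9% in these data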;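 note: uninfected addAB+ strain grown without phage in ampicillin broth; 0% = DMSO wells and 100% = ciprofloxacin 0.95 µg/ml wells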
* hit, by the source's call; ? = inconclusive; . = no result given.

Order of results: phage Ecoli inh	Rtt109 HAT inh	AddAB inh	CAL PDZ inh	Wnt act	Tat transport	DAGLB inhibitor	PvdQ acylase	PfHsp90 set2	Ecoli viability
[1] COCCN(C(=O)C1CC1)c1nnc(-c2cccc(C)c2)s1
→ 2.1	-1	-1.0	-1.9	6	3	-6	-4	5	-1.8
[2] O=C(CCS(=O)(=O)c1cccc2nonc12)N1CCCc2ccccc21
→ -1.9	4	1.5	-0.1	-2	-6	1	-12	.	-1.7
[3] CC(C)OCCCNc1ncnc2c1nc1n2CCCC1
→ 2.6	2	.	-0.1	3	-10	1	-5	4	.
[4] CCOC(=O)Cc1csc(SCC(=O)Nc2cccc(C#N)c2)n1
→ 3.9	9	5.4	-0.6	-5	-3	-3	-8	10	0.5
[5] O=C(NCCS(=O)(=O)N1CCN(c2ccccc2F)CC1)c1ccc(F)c(F)c1
→ 3.3	7	1.9	-2.7	2	0	-2	-10	.	3.0
[6] Cc1nn(-c2ccccc2)c(Cl)c1C(=O)N1CCN(C)CC1
→ 4.7	4	4.0	1.4	1	-3	-2	-3	-24	-0.7
[7] COc1ccccc1-c1nnc(NC(=O)C(C)SC2=NCCS2)s1 (stereo unspecified)
→ 3.1	-6	-0.6	-1.2	16	1	-2	-14	-21	1.4
[8] COc1ccc(Cn2c(=S)[nH]c3ccsc3c2=O)cc1
→ 3.2	3	2.2	-6.0	-12	-6	1	-25	-29	0.5
[9] COc1ccc(-c2nnc3ccc(SCC(=O)NCC4CCCO4)nn23)cc1 (stereo unspecified)
→ .	2	0.9	0.4	-3	-9	1	-8	-13	3.1
[10] CCn1c(COc2ccc3c(c2)OCO3)nnc1SCC(=O)c1ccc(Cl)cc1
→ 2.1	-13	1.4	-0.8	0	-1	3	-11	3	-0.5
[11] OC(CNCc1ccccc1)Cn1ccc2ccccc21 (stereo unspecified)
→ 4.3	-8	0.4	-1.5	-5	8	-2	3	3	0.6
[12] CC(C)(C)c1cc(C(=O)O)c(CN2CCCCC2)o1
→ 1.3	-19	1.9	-1.1	-2	-5	3	10	17	-0.3
[13] O=C(NCC(=O)N(Cc1ccc(F)cc1)C(C(=O)NCC1CCCO1)c1ccccc1)c1ccco1 (stereo unspecified)
→ -2.4	16	4.2	-0.5	3	-10	-8	5	-8	0.8
[14] COc1ccc(Br)cc1CNc1ccccc1
→ -0.5	0	.	1.3	-1	3	-4	-5	-2	.
[15] COc1ccc(Nc2nc3ccccc3nc2NS(=O)(=O)c2cccs2)c(OC)c1
→ -1.5	1	-1.0	1.3	0	37	6	2	-11	-0.9
[16] CCn1cc(C(=O)N[C@@H](C)C(=O)NCCCn2ccnc2)c(=O)c2cc3c(cc21)OCO3
→ 0.8	3	1.0	-1.9	-1	5	2	-2	-25	0.9
[17] CCOC(=O)C1CCCN(c2nc3ccccc3nc2C(C#N)C(=O)OC(C)COC)C1 (stereo unspecified)
→ 2.4	8	3.9	-1.1	2	7	-1	-2	1	-0.9
[18] Cc1ccc(/C=N/NC(=O)c2ccc(Cn3cc([N+](=O)[O-])cn3)o2)cc1
→ 2.5	-9	1.0	-1.2	.	?	-2	11	8	1.4
[19] COCCNC(=O)c1nc2ccccc2s1
→ 4.0	-2	0.8	-3.2	.	-7	-1	3	0	0.0
[20] CC(C)N(Cc1ccccc1)C(=O)COC(=O)CCC(=O)c1ccc(F)cc1
→ 3.3	-9	0.6	1.7	-3	4	0	-9	.	1.2
[21] COc1ccc(C(=O)N[C@H](C(=O)Nc2ccc(S(=O)(=O)N3CCOCC3)cc2)C(C)C)cc1
→ 1.2	21	3.2	-3.4	-1	-1	0	-13	-22	2.7
[22] COc1ccccc1CC(=O)Nc1nc(-c2ccc(F)c(F)c2)cs1
→ 3.3	1	3.8	-2.3	-1	12	-5	-4	-2	0.4
[23] O=C(CN1CCCCC1)N1c2ccccc2CCc2ccccc21
→ 1.1	-6	-0.6	-1.0	.	-4	-1	-17	-9	-1.0
[24] O=C(CCCCCN1C(=O)c2ccccc2C1=O)Nc1ccc(C(=O)O)cc1
→ 1.4	-2	-0.3	-0.7	1	14	2	-20	8	3.0
[25] O=c1cc(N2CCOCC2)[nH]c(=O)n1Cc1ccc(F)cc1
→ 1.1	-1	0.5	-0.8	2	4	-2	-11	10	1.1
[26] CN(c1ccccc1)c1ccc(/C=N/NC(=O)CC#N)cc1
→ 2.3	1	2.1	-0.8	.	-2	2	-1	-4	-1.8
[27] CCc1ccc(Nc2nnc(SCc3cc(=O)n4ccsc4n3)s2)cc1
→ 1.9	-4	1.2	-1.0	.	25	7	8	-5	-2.1
[28] COC(=O)c1ccc(S(=O)(=O)N2C3CCC2CC(NC(=O)C2CC2)C3)cc1 (stereo unspecified)
→ 2.3	-3	0.3	-1.9	-2	8	2	-17	.	-0.1
[29] COCCN1Cc2cccc(C(=O)NCc3ccc4c(c3)OCO4)c2C1=O
→ 4.0	3	0.1	-1.2	-1	0	-2	-10	-17	-1.9
[30] Cc1ccccc1C(=O)N1CCN(c2ccc(NC(=O)c3ccc4c(c3)OCCO4)cc2)CC1
→ 1.6	-9	0.4	-2.0	2	-3	3	-7	-58	-0.4
[31] COC(=O)C1CCN(C(=O)c2ccc3nccnc3c2)CC1
→ 3.1	-7	.	0.3	0	7	-2	-9	-3	.
[32] O=C(N1CCCCCC1)N1CCN(S(=O)(=O)N2CCOCC2)CC1
→ 1.4	-1	-3.4	-0.6	-3	-2	1	-9	-14	-2.0
[33] Cc1cccc(C)c1-n1nnnc1S(=O)(=O)Cc1ccccc1Cl
→ 2.0	16	1.1	-0.6	.	-6	-5	15	-8	0.1
[34] CCS(=O)(=O)Nc1cccc(C2=NN(S(=O)(=O)CC)C(c3ccccc3)C2)c1 (stereo unspecified)
→ 3.5	-5	1.0	-3.3	-2	0	1	-14	24	1.3
[35] Cc1ccc(NC(=O)C(c2ccccc2)N2CCN(CC(=O)NC3CC3)CC2)cc1 (stereo unspecified)
→ -0.5	5	0.3	-2.4	27	-9	-1	-2	.	0.0
[36] C=CCn1c(N2CCCC2)nc2c1c(=O)n(C)c(=O)n2C
→ 2.2	0	.	-0.5	-1	-1	2	-12	7	.
[37] CCSC1=NCN(CCCC(=O)O)CN1
→ 1.4	-3	1.6	-1.5	-4	-3	-2	-13	-46	3.5
[38] Cc1ccc(CNC(=O)COC(=O)c2cccc(S(=O)(=O)N3CCCCC3)c2)cc1
→ 1.2	1	-0.8	-3.0	-1	5	-2	-21	12	-3.2
[39] c1ccc(CNc2nc3ccccc3[nH]2)cc1
→ 1.7	1	-1.1	-0.8	20	-1	-1	-9	28	0.6
[40] CCNC(=O)N1CCCC(C(=O)c2ccc(OC)c(OC)c2)C1 (stereo unspecified)
→ 1.2	4	1.2	-0.4	-2	1	-1	-8	.	-1.9
[41] CC1CCCC(NC(=O)c2ccc3c(c2)OCCO3)C1C (stereo unspecified)
→ 4.5	-1	0.3	-1.0	35*	-10	-2	12	-12	-1.6
[42] CCOC(=O)c1c(CSC(=N)N)n(-c2ccc(C)cc2)c2cc(Br)c(OC(C)=O)cc12
→ 2.1	3	0.7	.	-23	9	-6	-46	.	-1.3
[43] CCC(CC)C(=O)c1c[nH]c(C(=O)NCC2CCCO2)c1 (stereo unspecified)
→ 3.9	-18	2.0	0.3	.	6	-3	3	-18	-0.1
[44] CCn1c2ccccc2c2cc(NC(=O)COC(=O)c3cccc(S(=O)(=O)NC)c3)ccc21
→ 3.9	3	2.6	0.6	-1	4	1	-7	12	0.9
[45] COc1ccc(S(=O)(=O)N2CCCCCC2)cc1C(=O)OC(C)C(N)=O (stereo unspecified)
→ 0.9	-26	-3.4	0.4	0	9	1	-12	0	-2.1
[46] Cc1ccccc1OCc1nnc(SCC(=O)N2CCc3ccccc32)n1C
→ 2.2	-6	0.9	-0.8	-3	-10	-1	-3	.	0.5
[47] COC(=O)C(Cc1ccc(O)cc1)NC(=O)CCOc1ccc(OC)cc1 (stereo unspecified)
→ 1.7	4	2.1	0.4	-1	5	-3	-6	-10	1.7
[48] O=C(Nc1ccccc1)N(CCN1CCOCC1)Cc1ccccc1F
→ 4.0	6	-2.2	0.3	.	4	0	-11	-26	-1.4
[49] Cc1ccc(CN=C(N)Nc2nc(C)cc(C)n2)cc1
→ 3.6	0	0.3	-1.9	-1	-2	3	-3	2	3.8
[50] Cc1ccc(/C=C(/C#N)c2nc(CCN3C(=O)c4ccccc4C3=O)cs2)cc1
→ -0.4	11	0.7	-1.1	-5	-2	0	-1	.	2.9
[51] COC(=O)c1ccc(NC(=O)NS(=O)(=O)c2ccc(C)cc2)cc1
→ 4.3	6	-1.7	.	1	2	2	-8	.	-0.5
[52] CCOC(=O)N1CCN(S(=O)(=O)N2CCCC(C(=O)NCCc3ccc(Cl)cc3)C2)CC1 (stereo unspecified)
→ 1.9	-4	0.5	-1.3	-1	-5	0	2	1	-0.9
[53] CCn1nc(C(=O)NNC(=O)CCOc2cc(C)ccc2C)c2ccccc2c1=O
→ 1.9	4	-0.1	-4.2	1	-4	3	-20	-9	-0.8
[54] CN(C(=O)c1nn(C)c2c1CSc1ccccc1-2)c1ccccc1Cl
→ 0.8	11	4.6	-1.7	2	-1	-4	1	-1	-0.6
[55] CC(C)(O)CCC(C)(C)O
→ 0.8	-8	2.2	0.7	-1	-5	-1	13	2	0.7
[56] O=C(CC1CCCCC1)NC1CCCC1
→ 1.5	27	2.1	-4.0	.	-3	1	11	21	-0.7

In a second layout: results already given
41	CC1CCCC(NC(=O)c2ccc3c(c2)OCCO3)C1C (stereo unspecified)
  phage Ecoli inh: 4.5
  Rtt109 HAT inh: -1
  AddAB inh: 0.3
  CAL PDZ inh: -1.0
  Wnt act: 35*
  Tat transport: -10
  DAGLB inhibitor: -2
  PvdQ acylase: 12
  PfHsp90 set2: -12
  Ecoli viability: -1.6

42	CCOC(=O)c1c(CSC(=N)N)n(-c2ccc(C)cc2)c2cc(Br)c(OC(C)=O)cc12
  phage Ecoli inh: 2.1
  Rtt109 HAT inh: 3
  AddAB inh: 0.7
  CAL PDZ inh: .
  Wnt act: -23
  Tat transport: 9
  DAGLB inhibitor: -6
  PvdQ acylase: -46
  PfHsp90 set2: .
  Ecoli viability: -1.3

Entries listed so far that contain a COOH group:
Order of results: phage Ecoli inh	Rtt109 HAT inh	AddAB inh	CAL PDZ inh	Wnt act	Tat transport	DAGLB inhibitor	PvdQ acylase	PfHsp90 set2	Ecoli viability
[12] CC(C)(C)c1cc(C(=O)O)c(CN2CCCCC2)o1
→ 1.3	-19	1.9	-1.1	-2	-5	3	10	17	-0.3
[24] O=C(CCCCCN1C(=O)c2ccccc2C1=O)Nc1ccc(C(=O)O)cc1
→ 1.4	-2	-0.3	-0.7	1	14	2	-20	8	3.0
[37] CCSC1=NCN(CCCC(=O)O)CN1
→ 1.4	-3	1.6	-1.5	-4	-3	-2	-13	-46	3.5
